CCHF vOTU inh = blocks the CCHF virus ovarian tumor domain protease. CCHFV vOTU protease, Pep-AMC fluorescence. inhibition, % at 11.5 µM. 370,000 tested, 0.55% active. AID 651958; further: 0% = vehicle wells with enzyme and 100% = no enzyme wells
BioA inh = BioA (M. tuberculosis) enzyme inhibition; AID 602481; inhibition, % at 9.99 µM; purified M. tuberculosis BioA enzyme, plate reader; 360,000 tested, 0.096% active; in the data active means inhibition above about 40%; inconclusive means no clear call, values can overlap the other calls
Mtb FBA inh = inhibitors of M. tuberculosis fructose-bisphosphate aldolase; 360,000 tested, 2.3% active; purified M. tuberculosis FBA, fluorescence read-out; inhibition, % at 1 µM; in the data active means inhibition above about 27%;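 further: 0% = vehicle and 100% = reference inhibitor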
Target sequence (P9WQA3 whole entry, looked up): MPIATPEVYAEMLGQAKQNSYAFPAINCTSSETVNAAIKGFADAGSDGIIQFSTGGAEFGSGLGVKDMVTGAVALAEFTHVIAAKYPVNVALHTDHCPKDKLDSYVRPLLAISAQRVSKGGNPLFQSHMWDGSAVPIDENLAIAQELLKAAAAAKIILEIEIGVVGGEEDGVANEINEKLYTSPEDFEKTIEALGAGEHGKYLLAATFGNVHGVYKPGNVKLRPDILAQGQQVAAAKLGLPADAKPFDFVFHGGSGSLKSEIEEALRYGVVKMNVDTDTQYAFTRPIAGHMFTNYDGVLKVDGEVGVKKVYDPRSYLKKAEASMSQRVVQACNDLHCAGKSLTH
BoNT A protease = BoNT A light chain protease inhibition; inhibition, % at 10 µM; 360,000 tested, 0.17% active; multiplex microsphere protease substrate cleavage, flow cytometry; in the data active means inhibition above about 30%; inconclusive means no clear call, values can overlap the other calls; further: plate controls were buffer without enzyme for full effect and enzyme alone for no effect
BoNT F protease = blocks Botulinum neurotoxin F light chain protease; Multiplex microsphere protease cleavage assay, flow cytometry; inhibition, % at 10 µM; 360,000 tested, 0.22% active; AID 588497; in the data active means inhibition above about 35%, passing the limit was not always enough; inconclusive means no clear call, values can overlap the other calls; further: plate controls were buffer without enzyme for full effect and enzyme alone for no effect
PrPC surface inh = inhibitors of human cell surface prion protein PrPC; AID 720596; P04156; 370,000 tested, 0.43% active; inhibition, % at 13.8 µM; TR-FRET read-out; in the data active means inhibition above about 24%; further: 0% = median of the test wells and 100% = reference compound wells
Mtb UGM inh = Mtb UDP-galactopyranose mutase inhibition. P9WIQ1. purified UGM, fluorescence polarization probe displacement. inhibition, % at 10 µM. 320,000 tested, 0.06% active. AID 504406; in the data active means inhibition above about 10%, passing the limit was not always enough; inconclusive means no clear call, values can overlap the other calls
Target sequence (P9WIQ1 whole entry, looked up): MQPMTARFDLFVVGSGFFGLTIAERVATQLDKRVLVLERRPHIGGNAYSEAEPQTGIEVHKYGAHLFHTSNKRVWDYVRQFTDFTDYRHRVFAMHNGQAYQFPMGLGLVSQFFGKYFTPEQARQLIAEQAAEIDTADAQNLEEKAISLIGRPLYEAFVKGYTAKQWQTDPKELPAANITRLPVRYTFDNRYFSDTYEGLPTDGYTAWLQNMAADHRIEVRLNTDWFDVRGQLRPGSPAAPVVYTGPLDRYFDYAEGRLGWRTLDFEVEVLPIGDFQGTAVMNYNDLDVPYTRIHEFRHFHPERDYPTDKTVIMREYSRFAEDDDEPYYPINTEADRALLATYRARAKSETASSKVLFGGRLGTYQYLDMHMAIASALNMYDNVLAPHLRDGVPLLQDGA
FadD28 FP inh = M. tuberculosis FadD28 bisubstrate binding inhibition. FadD28 bisubstrate probe binding, fluorescence polarization. inhibition, % at 12.5 µM. 360,000 tested, 0.22% active. AID 588549; in the data active means inhibition above about 8.5%, passing the limit was not always enough; inconclusive means no clear call, values can overlap the other calls
GDH-TPI counter = counter-screen for M. tuberculosis FBA inhibitors: GDH-TPI coupled enzymes; GDH-TPI coupled enzyme counterscreen, NADH absorbance; 360,000 tested, 1.2% active; inhibition, % at 4.8 µM;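 further: 0% = DMSO wells and 100% = wells lacking the enzyme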
* marks the source's active call; other numbers are inactive results; ? = inconclusive; / = no result given. Unless noted, no stated cut-off is given here; in the data, active means inhibition above about 30%; inactive means the rest.

Molecule | FadD28 FP inh | BoNT F protease | GDH-TPI counter | Mtb UGM inh | CCHF vOTU inh | PrPC surface inh | BoNT A protease | BioA inh | Mtb FBA inh
COc1ccc(/C=C(/NC(=O)c2cccs2)C(=O)NCc2ccco2)cc1OC | 1.5 | -4 | 7 | -0.6 | -4 | -2 | -1.0 | -1.6 | 0
O=C(O)CN1C(=O)/C(=C\c2cccc(OC(=O)c3ccco3)c2)SC1=S | -3.0 | 1 | 16 | 3.1 | 8 | -13 | 1.0 | 5.0 | -5
COC(=O)c1cn(S(=O)(=O)c2ccccc2)c2ccccc12 | / | -2 | 3 | -1.1 | 2 | 12 | -3.2 | 1.7 | -5
Oc1c(C(c2ccccc2)N2CCCCC2)ccc2ccccc12 (stereo not drawn) | -0.7 | 2 | 4 | / | 4 | -5 | -0.5 | 0.3 | 1
O=C(CCNC(=O)c1ccccc1)Nc1ccc(F)c(Cl)c1 | -0.3 | -2 | 2 | -0.3 | 0 | 3 | -0.5 | / | -2
CCOc1ccc(-n2c(=O)c3c(C)c(C(=O)N(C)C)sc3n(CC(=O)Nc3ccccc3F)c2=O)cc1 | -1.1 | 3 | 4 | -0.2 | 6 | 8 | 0.3 | / | 3
O=C(NNC(=O)c1ccccc1Cl)c1ccco1 | -1.9 | 4 | 3 | 1.4 | -10 | 7 | 1.2 | / | -2
Cc1cccc(OCC(=O)NCCCNC(=O)c2cnccn2)c1 | -0.8 | 3 | 3 | -2.4 | -10 | 7 | 4.2 | / | 0
O=C(CSCc1ccccc1Br)N/N=C/c1ccc2c(c1)OCO2 | -6.2 | -6 | 4 | 2.0 | 12 | 6 | -0.6 | 1.3 | 2
O=C(c1ccco1)N(Cc1cc2ccccc2[nH]c1=O)CC1CCCO1 (stereo not drawn) | -2.4 | -7 | 3 | 0.8 | 2 | 3 | -1.0 | / | 2
O=C(Cc1ccc(Cl)cc1)Nc1ccc(NC(=O)c2cccs2)cc1 | -3.8 | 2 | 1 | -3.2 | -1 | 7 | 0.3 | / | 1
COc1ccc(S(=O)(=O)N2CCN(c3ncccn3)CC2)cc1OC | -3.8 | 4 | -3 | 1.6 | -12 | -2 | -1.8 | 0.2 | -5
COc1cc(C)nc(Nc2nc(C)c(C(C)=O)s2)n1 | 1.6 | 0 | 35* | 2.2 | 15 | -1 | 0.5 | -2.0 | -3
Cc1cccc(C#CC2=CC(=O)CC(C)(C)C2)c1 | -1.2 | -8 | 23 | / | 16 | -1 | 0.0 | -1.3 | 3
O=C(NNC1CC(=O)N(c2ccc(Br)cc2)C1=O)c1cccnc1 (stereo not drawn) | ? | 4 | 1 | -0.6 | -2 | 3 | 0.3 | / | -2
CCCNCC1C(Oc2ccc(Cl)cc2)C(=O)N1c1ccccc1C (stereo not drawn) | -1.9 | -6 | -4 | -0.7 | -19 | -4 | -0.6 | 0.2 | -3
CCN(C(=O)CSc1nncs1)c1c(N)n(Cc2ccccc2)c(=O)[nH]c1=O | 2.1 | 18 | 1 | -0.3 | -8 | 4 | 0.9 | 11 | 2
Fc1cccc(Cl)c1CNn1cn[nH]c1=S | -2.4 | 3 | -5 | -0.9 | -3 | -4 | 0.2 | / | 4
Cc1[nH]c2ccc(C(=O)N3CCN(c4cccc(Cl)c4)CC3)cc2c1C | 0.7 | 8 | 5 | 3.1 | 13 | 2 | 3.5 | / | -1
CCOC(=O)C(=O)CC(=O)c1ccc2c(c1)OCCO2 | 0.1 | -2 | 6 | 0.9 | -9 | -6 | 0.1 | -1.7 | 2
CCOC(=O)c1c(C)noc1CP(=O)(c1ccccc1)c1ccccc1 | 0.5 | 6 | 9 | 0.8 | 4 | 3 | -0.6 | -1.7 | 1
Cc1ccc2cc(CCNC(=O)c3ccc4c(c3)OCO4)c(=O)[nH]c2c1 | -1.6 | -2 | 14 | 4.0 | 8 | -2 | -0.4 | 0.0 | 2
COc1cc(OC)nc(Oc2ccccc2C(=O)Oc2ccc(C)cc2)n1 | -4.6 | -5 | -8 | 1.3 | 4 | 2 | -0.4 | -0.2 | -3
Cc1nn(-c2ccccc2)c2sc(C(=O)OCn3nnc4ccccc4c3=O)cc12 | 0.6 | -2 | 13 | / | 1 | 1 | 0.6 | -0.8 | 1
COc1cc2sc(C)nc2c2sccc12 | -0.7 | 10 | -4 | 2.4 | -1 | 0 | -0.8 | -5.3 | 3
COc1cccc(C(=O)N2CCN(Cc3ccccc3C(F)(F)F)CC2)c1 | -2.5 | 4 | 14 | 2.3 | 6 | 10 | 0.3 | 1.0 | 6
COC(=O)c1ccc(COC(=O)CNC(=O)c2ccc(OC)cc2)cc1 | -2.8 | 0 | 11 | 2.1 | -2 | 4 | -0.2 | -0.2 | 0
Cc1cc(F)cc(-c2cc(C(=O)NCc3ccco3)[nH]n2)c1 | -1.6 | -2 | 4 | / | 7 | -3 | -0.1 | -2.6 | -3
O=C(c1ccc(S(=O)(=O)NCc2ccco2)cc1)N1CCCC(C(F)(F)F)C1 (stereo not drawn) | -0.9 | -3 | 5 | 0.0 | 10 | 5 | -1.3 | 1.4 | 5
O=C(NCC1CCCN(C(=O)c2cccnc2)C1)c1ccc(-c2ccccc2)cc1 (stereo not drawn) | -1.9 | 2 | 2 | 0.9 | -3 | 4 | -0.4 | / | -3

Sorted by count of non-hydrogen atoms (lowest first): part of the list above
Molecule | FadD28 FP inh | BoNT F protease | GDH-TPI counter | Mtb UGM inh | CCHF vOTU inh | PrPC surface inh | BoNT A protease | BioA inh | Mtb FBA inh
Fc1cccc(Cl)c1CNn1cn[nH]c1=S | -2.4 | 3 | -5 | -0.9 | -3 | -4 | 0.2 | / | 4
Cc1cccc(C#CC2=CC(=O)CC(C)(C)C2)c1 | -1.2 | -8 | 23 | / | 16 | -1 | 0.0 | -1.3 | 3
Cc1cccc(OCC(=O)NCCCNC(=O)c2cnccn2)c1 | -0.8 | 3 | 3 | -2.4 | -10 | 7 | 4.2 | / | 0

Next section.
Molecule | FadD28 FP inh | BoNT F protease | GDH-TPI counter | Mtb UGM inh | CCHF vOTU inh | PrPC surface inh | BoNT A protease | BioA inh | Mtb FBA inh
Cc1nccn1-c1ccc(NC(=O)[C@H]2O[C@@H](n3ccc(N)nc3=O)[C@H](O)[C@@H]2O)cc1 | / | 0 | / | / | -9 | 3 | -0.4 | / | /
O=C(COC(=O)COc1ccccc1F)Nc1ccc(Cl)cn1 | -0.3 | 2 | 5 | 1.5 | 0 | 2 | -0.1 | 0.1 | -2
O=S(=O)(Cc1ccccc1Cl)c1ncn[nH]1 | -2.8 | -1 | -5 | -3.1 | -2 | -6 | 0.3 | -1.1 | -1
CC(SCc1ccccc1)C(=O)N/N=C/c1ccc(OCC(=O)NCc2ccco2)cc1 (stereo not drawn) | -4.9 | -1 | 7 | 2.9 | -1 | 5 | 0.4 | 1.1 | -1
CCCS(=O)(=O)N1CCC(C(=O)NCC2CCCO2)CC1 (stereo not drawn) | -1.0 | 2 | -6 | 1.4 | 1 | -5 | -0.5 | -1.5 | -1
Cc1nn(C)c(C)c1NC(=O)c1ccc(Br)o1 | -2.0 | 0 | 9 | -2.0 | 11 | 4 | -0.1 | -0.7 | 1
CC[C@]12c3[nH]c4cc(-c5ccco5)ccc4c3CCN1C(=O)[C@@H](CC(=O)NCCC1=CCCCC1)C[C@@H]2C(=O)N1CCN(C(=O)C2CC2)CC1 | -9.9 | -2 | 11 | / | -46 | 0 | 0.6 | -1.5 | 18
CC(=O)N1c2ccc(S(=O)(=O)N(C)CC(=O)Nc3cccc(C)c3)cc2CC1C (stereo not drawn) | -4.4 | -3 | -10 | -3.2 | -9 | 6 | -1.4 | -1.2 | -5
O=C(COC(=O)c1ccc(S(=O)(=O)C(F)F)cc1)NC(=O)NC1CCCCC1 | 0.2 | 3 | 6 | 3.5 | 1 | 0 | -3.9 | 1.0 | 2
COC(=O)c1ccc(C(=O)N2CCCC(Nc3ccc(C(C)C)cc3)C2)nc1 (stereo not drawn) | 0.8 | -9 | 7 | -0.2 | -2 | -9 | 0.7 | 6.8 | 5
CC(C)CNC(=O)CN(C)S(=O)(=O)c1ccc(F)cc1 | -1.5 | 3 | 11 | 0.6 | 11 | 0 | 0.5 | / | 5
C=C(C)C(=O)OC1(C(F)(F)F)Oc2cc(C)ccc2NC1=O (stereo not drawn) | -4.7 | -5 | -4 | 1.9 | 5 | 2 | 0.1 | -3.5 | 0
Cc1cc(NC(=S)N(CCN2CCCCC2)Cc2ccco2)ccc1Cl | -1.9 | -1 | 0 | -3.4 | 14 | 5 | -0.5 | -0.1 | 0
Cn1c(=O)c2c(nc(N3CCCCCC3)n2Cc2cccc3ccccc23)n(C)c1=O | -4.2 | -12 | 0 | 1.6 | -10 | 7 | -0.6 | 0.7 | 0
Oc1c(Cl)cc(Cl)cc1C1Nc2ccccc2-n2cccc21 (stereo not drawn) | -3.3 | -5 | 6 | 1.0 | -8 | 5 | -0.2 | -1.3 | 0
Cc1nnc(N(C)C(=O)c2ccccn2)s1 | 0.0 | 2 | -3 | -1.5 | 10 | -1 | -0.8 | -2.0 | 2
Cc1ccc(C)c(S(=O)(=O)NCc2ccc(C(=O)NCc3ccco3)cc2)c1 | -5.1 | ? | -3 | 0.3 | 18 | -13 | -0.3 | -0.4 | 5
CCCCSCCCNC(=O)c1cn(C)c2ccc(S(=O)(=O)N3CCCC3)cc2c1=O | -3.0 | 5 | -2 | 2.4 | 8 | -4 | -0.1 | -0.8 | 0
CCC(NC(=O)c1cc(COc2ccc(OC)cc2Cl)on1)c1ccncc1 (stereo not drawn) | -5.4 | -2 | 0 | 0.4 | 3 | 13 | 0.0 | 0.1 | 1
NC1=NC[C@H](Cc2ccccc2)N1CCCCC1CCCCC1 | -6.1 | -20 | -3 | 3.9 | 11 | 11 | -0.9 | 8.8 | 0
CCn1cc(CNC(=O)NC2CCCCC2)c(C)n1 | -1.0 | -1 | 4 | 2.3 | -4 | 9 | -0.8 | / | -1
CCOc1ccccc1C(=O)OCC(=O)NCC1CCCO1 (stereo not drawn) | -0.1 | -9 | -3 | 3.5 | 1 | -2 | 0.4 | -0.9 | 4
CCCCCCn1c(SCC(=O)NC2CCS(=O)(=O)C2)nc2ccccc2c1=O (stereo not drawn) | 0.1 | -4 | 9 | / | -8 | -3 | -0.3 | -0.3 | -2
CNC(=S)N(Cc1ccco1)Cc1cc2cc(OC)c(OC)cc2[nH]c1=O | -2.3 | 2 | 5 | -2.7 | -10 | -5 | 0.4 | / | 8
CC(=O)NCCNC(=O)C1(C)Cc2c(-c3ccc(NC(C)=O)cc3)ccnc2O1 (stereo not drawn) | -2.4 | -1 | -3 | / | -10 | -1 | 0.2 | 0.6 | 9
C[C@]12CCC3C(CC[C@@H]4CC(=O)CC[C@]34C)C1CC[C@@H]2O (stereo partly drawn) | -3.9 | -3 | 7 | 0.9 | -9 | 0 | -0.4 | 1.2 | 0

Shown field by field: part of the list above
> O=C(COC(=O)c1ccc(S(=O)(=O)C(F)F)cc1)NC(=O)NC1CCCCC1
- FadD28 FP inh: 0.2
- BoNT F protease: 3
- GDH-TPI counter: 6
- Mtb UGM inh: 3.5
- CCHF vOTU inh: 1
- PrPC surface inh: 0
- BoNT A protease: -3.9
- BioA inh: 1.0
- Mtb FBA inh: 2
> COC(=O)c1ccc(C(=O)N2CCCC(Nc3ccc(C(C)C)cc3)C2)nc1 (stereo not drawn)
- FadD28 FP inh: 0.8
- BoNT F protease: -9
- GDH-TPI counter: 7
- Mtb UGM inh: -0.2
- CCHF vOTU inh: -2
- PrPC surface inh: -9
- BoNT A protease: 0.7
- BioA inh: 6.8
- Mtb FBA inh: 5

Single values from the entries so far:
Cc1nccn1-c1ccc(NC(=O)[C@H]2O[C@@H](n3ccc(N)nc3=O)[C@H](O)[C@@H]2O)cc1 – BoNT A protease = -0.4
COC(=O)c1ccc(C(=O)N2CCCC(Nc3ccc(C(C)C)cc3)C2)nc1 (stereo not drawn) – BoNT F protease = -9
Oc1c(Cl)cc(Cl)cc1C1Nc2ccccc2-n2cccc21 (stereo not drawn) – BioA inh = -1.3
NC1=NC[C@H](Cc2ccccc2)N1CCCCC1CCCCC1 – Mtb UGM inh = 3.9

High-throughput results: PubChem, several laboratories
